human PMI inhibition = inhibitors of human PMI, primary screen, biochemical, fluorescence intensity, coupled assay (AID 1209); Mannose-6-phosphate isomerase (Homo sapiens); purified PMI enzyme, coupled fluorescence intensity; higher % means a stronger effect; inhibition, % at 20 µM, or IC50 in µM where a hit was titrated; 190,000 tested, 0.42% active;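 also: plate controls were DMSO vehicle for no effect and wells lacking substrate for full effect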
NOD1 NF-kB reporter = NOD1 signaling inhibitors, primary screen, cell-based, luminescence, uHTS (AID 1578). NOD1-driven NF-kB luciferase reporter cells, luminescence; higher % means a stronger effect. inhibition, % at 4 µM, or EC50 in µM where a hit was titrated. 290,000 tested, 1% active; in the data active = inhibition mostly above about 36%, no sharp cut-off; inactive = mostly below about 34%;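 also: HEK-293T reporter cells stimulated with the NOD1 agonist gamma-tri-DAP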
human PMI inhibitors = human PMI inhibitors, high substrate, primary screen, biochemical, fluorescence intensity, high mannose 6-phosphate (AID 1220) | Mannose-6-phosphate isomerase (Homo sapiens) | recombinant PMI enzyme, coupled fluorescence intensity; higher % means a stronger effect | one-dose inhibition, % at 20 µM; IC50 in µM for titrated hits | 190,000 tested, 0.66% active
LYP inhibition = inhibitors of LYP phosphatase, biochemical, fluorescence intensity, uHTS (AID 1779) | Tyrosine-protein phosphatase non-receptor type 22 (Homo sapiens) | recombinant LYP phosphatase, fluorescence intensity; higher % means a stronger effect | inhibition, % at 11.5 µM; hits with a dose series show IC50 in µM | 290,000 tested, 0.054% active;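 also: plate controls were vehicle with enzyme for no effect and no enzyme for full effect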
KOR beta-arrestin-1 = KOR antagonists, beta-arrestin recruitment, cell-based, luminescence, uHTS (AID 1778); 290,000 tested, 0.091% active; one-dose inhibition, % at 10 µM; IC50 in µM for titrated hits; KOR beta-arrestin recruitment, luminescence, antagonist mode; higher % means a stronger effect; Kappa-type opioid receptor (Homo sapiens); also: strong numbers were not always called active
HEK293 NOD2/NF-kB = NOD2 signaling inhibitors, cell-based, luminescence, uHTS, HEK293 (AID 1566) | 290,000 tested, 0.63% active | inhibition, % at 4 µM; hits with a dose series show EC50 in µM | HEK293 NOD2/NF-kB luciferase reporter, luminescence; higher % means a stronger effect; also: many of its hits are not listed in these tables
XIAP antagonists = XIAP antagonists, biochemical, IAP family, fluorescence polarization (AID 1018) | XIAP BIR domain, fluorescence polarization peptide displacement; higher % means a stronger effect | displacement, % at 20 µM; hits with a dose series show IC50 in µM | 200,000 tested, 0.007% active; in the data active = displacement above about 50%; also: a part of the inactive calls stands beside numbers as strong as those of hits
TNAP activators = human TNAP enzyme activators, primary screen, biochemical, luminescent, no phosphate acceptor, uHTS (AID 1001); Alkaline phosphatase, tissue-nonspecific isozyme (Homo sapiens); purified TNAP, luminescent activation assay, no phosphate acceptor; higher activation fold means a stronger effect; activation fold at 20 µM; hits with a dose series show EC50 in µM; 200,000 tested, 0.03% active; in the data active = activation fold from about 3, or a potency from the dose series; inactive = the rest, 99 in 100 with activation fold below about 1.6; also: many of its hits are not listed in these tables
KOR beta-arrestin-2 = KOR agonists, beta-arrestin recruitment, primary screen, cell-based, luminescence, uHTS (AID 1777); activation, % at 10 µM, or EC50 in µM where a hit was titrated; 280,000 tested, 0.02% active; KOR beta-arrestin recruitment, luminescence; higher % means a stronger effect; Kappa-type opioid receptor (Homo sapiens); in the data active = activation above about 50%, passing the limit was not always enough; also: a part of the inactive calls stands beside numbers as strong as those of hits
* = called active by the depositor; . = not tested or not shown; [ ] = dose if it differs, or a comment. Rule as the data show it, unless noted: active = inhibition above about 50%; inactive = the rest.

SMILES	human PMI inhibition	NOD1 NF-kB reporter	human PMI inhibitors	LYP inhibition	KOR beta-arrestin-1	HEK293 NOD2/NF-kB	XIAP antagonists	TNAP activators	KOR beta-arrestin-2
Cn1c2c(c(=O)n(C)c1=O)C(NS(=O)(=O)c1ccccc1)(C(F)(F)F)C(=O)N2 (stereo not given)	-5%	-12%	32%	-3%	26%	-10%	-4.8%	1.1	-1.1%
CN(Cc1ccccc1)Cc1nc2scc(-c3ccccc3)c2c(=O)[nH]1	12%	-3%	15%	2%	-16%	4%	-1.9%	1.6	-4.3%
Cc1c(Cl)c([N+](=O)[O-])nn1CC(=O)NCc1cccs1	1%	-24%	-2%	0%	0%	8%	1.8%	1.1	3.6%
Cc1ccc(S(=O)(=O)NCC(C)n2nc(C)nc2C)cc1 (stereo not given)	.	5%	.	-14%	-20%	7%	.	.	1.7%
COCc1cc(C)[nH]c(=O)c1C(=O)NC12CC3CC(CC(C3)C1)C2	.	-48%	.	-4%	-31%[20 µM]	-5%	-4.7%	1.1	.
Cc1ccc(N2CC(C(=O)NCc3ccc4c(c3)OCO4)CC2=O)cc1C (stereo not given)	17%	-18%	15%	1%	12%	-12%	-7.8%	1	-1.3%
C[C@@H]1CN(C(=O)c2nc3ccc(Cl)cn3c2CN2CCc3sccc3C2)C[C@H](C)O1	6%	-16%	27%	-10%	27%[20 µM]	15%	-3.5%	1.1	.
Cc1cc(C)cc(NC(=O)C(OC(=O)c2cccs2)c2ccccc2)c1 (stereo not given)	19%	-23%	10%	1%	3%	-18%	-9.1%	0.9	5.4%
CCC(=O)c1ccc(OCC(O)CN2C(=O)NC(C)(C)C2=O)cc1 (stereo not given)	10%	-5%	6%	-5%	-14%	12%	-12%	1.2	7.8%
COc1cccc2cc(C(=O)NCc3ccccn3)c(=O)oc12	2%	-42%	5%	-1%	-2%	-16%	-3.8%	1.1	-2.9%
Cc1cc(C)cc(NC(=O)C(=O)NCc2ccccn2)c1	11%	-4%	-2%	0%	1%	10%	0.1%	1.2	0.5%
O=C(NN=C1CCCC1)c1sc2ccccc2c1Cl	-20%	-15%	-3%	-7%	-2%	13%	-4.0%	1.8	-4.1%
COc1ccc(CNC(=O)CSc2n[nH]c(C)c2[N+](=O)[O-])cc1	4%	-18%	-10%	-5%	-34%	-1%	-0.1%	1.2	1.0%
COc1ccccc1C(=O)NCCC(=O)NCC(C)(C)N1CCOCC1	.	-41%	.	-10%	4%	1%	.	.	4.4%
CC(C)c1nnc(NC(=O)CSc2nnc(-c3ccco3)o2)s1	6%	-34%	10%	-6%	-14%[20 µM]	-5%	-2.1%	1	-5.2%
COC(=O)c1c(NC(=O)C2CCCO2)sc2c1CCC2 (stereo not given)	-4%	-19%	-2%	-6%	-19%	-5%	-2.4%	1.1	3.7%
Cc1ccc(S(=O)(=O)NCCC(=O)Nc2cc(F)ccc2C)cc1C	.	-11%	.	-6%	-10%	9%	.	.	2.1%
CN(C)CCNC(=O)c1[nH]nc2c1CCc1ccccc1-2	.	-7%	.	-5%	23%	-19%	.	.	-3.9%
O=C(Nc1ccc(S(=O)(=O)N2CCc3ccccc3C2)cc1)c1ccccc1	9%	-20%	5%	0%	-29%	20%	-16%	1.1	5.2%
CC(C)(C)NS(=O)(=O)c1ccc(NS(C)(=O)=O)cc1	-2%	14%	-4%	-11%	-6%	-10%	-5.7%	1.1	4.5%
O=S(=O)(c1ccc(F)c(F)c1)N1CCCc2ccccc21	.	4%	.	-5%	-8%	2%	.	.	-1.4%
CC(C)Cn1c(=S)[nH]c2cc(C(=O)O)ccc2c1=O	.	-2%	.	-1%	-13%	10%	.	.	1.3%
COC(=O)CN1C(=O)[C@H]2[C@@H](c3ccc(C)o3)N3C(=O)CN(CCO)C(=O)[C@@]3(Cc3ccccc3)[C@H]2C1=O	.	42%	.	-13%	-24%[20 µM]	10%	.	.	5.5%
CCN(CC)C(=O)c1ccccc1NS(=O)(=O)c1cccs1	.	-6%	.	-6%	-19%	-4%	.	.	4.0%
CCc1c(C(=O)NNC(=S)NCC(C)C)csc1C	-16%	-22%	-12%	-3%	-13%	-10%	-4.5%	1.2	7.9%

Later entries
SMILES	human PMI inhibition	NOD1 NF-kB reporter	human PMI inhibitors	LYP inhibition	KOR beta-arrestin-1	HEK293 NOD2/NF-kB	XIAP antagonists	TNAP activators	KOR beta-arrestin-2
CN(CC(=O)Nc1cccc(F)c1)C(=O)c1cc(S(=O)(=O)N(C)C)ccc1N1CCCC1	.	-31%	.	-6%	-4%	-2%	.	.	6.4%
Cc1cc(C)nc(NS(=O)(=O)c2ccc(NC(=O)COc3ccccc3)cc2)n1	-4%	-15%	-3%	-12%	25%	28%	-3.6%	1	1.7%
Cc1cc(C)cc(NC(=O)C(C)N2C(=O)c3ccccc3C2=O)c1 (stereo not given)	.	28%	.	-17%	-4%	15%	.	.	0.4%
CCc1ccccc1NC(=O)C(Cc1cccc(OC)c1OC)c1nn[nH]n1 (stereo not given)	0%	-8%	3%	2%	38%	20%	-13%	1.1	-2.3%
O=C(Nc1ccccc1)Nc1ccc(C(F)(F)F)cn1	.	-6%	.	-3%	16%	-20%	.	.	-0.5%
Cc1ccc(S(=O)(=O)NCc2ccccn2)c(C)c1C	.	47%	.	-6%	15%	5%	.	.	-3.2%
CC(c1ccccc1)N(CCC(c1ccccc1)C1CCOC(C)(C)C1)C(=O)c1ccco1 (stereo not given)	16%	-13%	5%	-2%	24%	13%	-2.8%	1.1	-0.3%
CCOc1ccccc1-n1nnnc1SCC(=O)OC	-11%	-24%	-9%	-7%	12%	16%	0.5%	1.1	-10%
CC1CN(/C=C/C(=O)C(F)(F)F)CC(C)O1 (stereo not given)	-6%	29%	-5%	-6%	-43%	-16%	-13%	1.1	10%
Cc1cc(N2CC(C(=O)NCc3cccnc3)CC2=O)ccc1C(C)C (stereo not given)	.	2%	.	-8%	-21%	9%	.	.	2.2%
CCCn1nc(C(=O)NCc2ccc3c(c2)OCO3)c2ccccc2c1=O	-1%	-3%	-4%	0%	-10%	2%	-8.5%	1	3.7%
C=CCn1c(SCC(=O)c2cc(C)n(Cc3cccs3)c2C)nnc1-c1ccncc1	26%	1%	23%	3%	-2%	14%	-5.5%	1.1	-1.4%
CC(Sc1nc2ccccc2[nH]1)C(=O)Nc1ccccc1F (stereo not given)	16%	-16%	9%	-2%	-23%	20%	-0.5%	1.2	-1.8%
CCCCSC(=S)N(C)C1CCS(=O)(=O)C1 (stereo not given)	12%	9%	9%	-2%	1%	4%	-1.2%	1.1	2.8%
O=C1CCC(C(=O)NCCN2C(=O)S/C(=C\c3cccnc3)C2=O)=NN1	-15%	-37%	-8%	5%	-2%	6%	-1.8%	1.1	-2.6%
CCn1cnc2sc(C(=O)Nc3ccccc3OC)c(C)c2c1=O	.	-4%	.	-2%	20%	16%	.	.	-2.1%
COc1cc(Nc2nc(SCC#N)nc3ccccc23)cc(OC)c1OC	6%	-23%	1%	2%	4%	2%	1.6%	1.1	3.2%
CC(=O)c1ccc(OCc2cc(C(=O)N3CCN(c4ccccc4)CC3C)no2)cc1 (stereo not given)	.	-60%	.	-4%	-40%	-62%	.	.	-2.3%
CCCCOc1ncnc2c1[nH]c1ccc(OCC)cc12	13%	-14%	10%	-5%	-4%	7%	-19%	1	4.4%
COc1ccccc1-c1cn[nH]c(=S)n1	-7%	-5%	-12%	1%	4%	16%	-5.8%	0.8	-2.4%
COc1ccc(/C=C/c2nnc(NC(=O)COc3cccc(C)c3)s2)cc1	6%	-21%	-6%	-5%	20%	18%	12%	1.1	4.4%
O=C(CSc1ccccc1)NCCc1ccccc1	.	-15%	.	-8%	-16%[20 µM]	-53%	.	.	1.1%
CCOc1ccc(OCCCC(=O)NCCc2ccc(OC)cc2)cc1	.	-12%	.	-9%	-8%	7%	.	.	6.4%
O=[N+]([O-])c1ccc(Sc2ccccc2Cl)nc1	-50%	2%	-78%	-6%	-32%	-20%	-7.2%	1.1	7.6%
CCOc1ccccc1NC(=O)Nc1cccc(S(N)(=O)=O)c1	.	1%	.	-6%	21%	25%	.	.	-1.8%
O=C(NCc1ccccc1F)C(=O)NCC1OCCCN1S(=O)(=O)c1cccs1 (stereo not given)	.	7%	.	-17%	-13%	18%	.	.	-0.7%
CC1CCCCN1S(=O)(=O)c1ccc(S(=O)(=O)N(CC(=O)Nc2ccccc2)Cc2cccs2)cc1 (stereo not given)	13%	-2%	12%	0%	8%	-12%	-9.6%	1	0.9%

Molecules from the list above containing an NH in an aromatic ring:
SMILES	human PMI inhibition	NOD1 NF-kB reporter	human PMI inhibitors	LYP inhibition	KOR beta-arrestin-1	HEK293 NOD2/NF-kB	XIAP antagonists	TNAP activators	KOR beta-arrestin-2
CN(Cc1ccccc1)Cc1nc2scc(-c3ccccc3)c2c(=O)[nH]1	12%	-3%	15%	2%	-16%	4%	-1.9%	1.6	-4.3%
COCc1cc(C)[nH]c(=O)c1C(=O)NC12CC3CC(CC(C3)C1)C2	.	-48%	.	-4%	-31%[20 µM]	-5%	-4.7%	1.1	.
COc1ccc(CNC(=O)CSc2n[nH]c(C)c2[N+](=O)[O-])cc1	4%	-18%	-10%	-5%	-34%	-1%	-0.1%	1.2	1.0%
CN(C)CCNC(=O)c1[nH]nc2c1CCc1ccccc1-2	.	-7%	.	-5%	23%	-19%	.	.	-3.9%
CC(C)Cn1c(=S)[nH]c2cc(C(=O)O)ccc2c1=O	.	-2%	.	-1%	-13%	10%	.	.	1.3%
CCc1ccccc1NC(=O)C(Cc1cccc(OC)c1OC)c1nn[nH]n1 (stereo not given)	0%	-8%	3%	2%	38%	20%	-13%	1.1	-2.3%
CC(Sc1nc2ccccc2[nH]1)C(=O)Nc1ccccc1F (stereo not given)	16%	-16%	9%	-2%	-23%	20%	-0.5%	1.2	-1.8%
CCCCOc1ncnc2c1[nH]c1ccc(OCC)cc12	13%	-14%	10%	-5%	-4%	7%	-19%	1	4.4%
COc1ccccc1-c1cn[nH]c(=S)n1	-7%	-5%	-12%	1%	4%	16%	-5.8%	0.8	-2.4%

A portion of the library, so the mix of outcomes need not match the whole.
